Screening data: PubChem, several laboratories
HSP90 inh: inhibitors of HSP90 luciferase refolding in rabbit reticulocyte lysate. 290,000 compounds, 0.91% hits. inhibition, % at 5.6 µM. luciferase refolding luminescence, 3 h. AID 1789;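 active = inhibition above the screen-wide mean plus 3 SD, computed separately per campaign, cut at about 16% in these data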;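 note: 0% = DMSO wells and 100% = 60 µM geldanamycin wells; inhibitors lower the luminescence because luciferase stays unfolded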
aSyn 5UTR inh: MLPCN primary screen, SNCA 5' untranslated region; alpha-synuclein 5'UTR reporter, inhibitor activity; inhibition, % (tested at 7.5 µM); 300,000 compounds, 0.82% hits; in the data active = inhibition above about 60%; inconclusive = no clear call, values can overlap the other calls;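 note: H4 neuroglioblastoma cells stably carrying SNCA 5'UTR luciferase fusion; 0% = DMSO wells and 100% = positive control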
Platelet DG rel: modulates dense granule release in human platelets | human platelet-rich plasma, SFLLRN dense granule ATP release, luminescence | inhibition, %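 (compounds screened at 7.5 µM in platelet-rich plasma)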 | 300,000 compounds, 0.22% hits | AID 1663;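 active = mean replicate score, as percent of positive control, at or above 50; inconclusive = mean below 50 but at least one replicate at or above 50; inactive = mean and every replicate below 50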
HSF1 inhib: HSF1 inhibition. NIH3T3-HGL HSE-luciferase, MG132-induced, luminescence 8 h; active compounds read low. activity change, negative = inhibition, % at 7.5 µM (by protocol). 300,000 compounds, 0.77% hits;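 active = more than half of replicate wells show activity change below -50%, luminescence cut by over half; inconclusive = some wells, but at most half, below -50%; inactive = no replicate well below -50%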;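 note: luciferase reports HSF-1 transcriptional activity via heat shock element; 0% = median of DMSO wells and -100% = zero luminescence signal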
HDAC3 inhib: human HDAC3 inhibition. O15379. recombinant HDAC3, fluorogenic peptide/trypsin coupled, fluorescence. inhibition, % at 8.3 µM. 320,000 compounds, 0.15% hits; in the data active = inhibition above about 26%, passing the limit was not always enough; inconclusive = no clear call, values can overlap the other calls
Target sequence (O15379 whole entry, looked up): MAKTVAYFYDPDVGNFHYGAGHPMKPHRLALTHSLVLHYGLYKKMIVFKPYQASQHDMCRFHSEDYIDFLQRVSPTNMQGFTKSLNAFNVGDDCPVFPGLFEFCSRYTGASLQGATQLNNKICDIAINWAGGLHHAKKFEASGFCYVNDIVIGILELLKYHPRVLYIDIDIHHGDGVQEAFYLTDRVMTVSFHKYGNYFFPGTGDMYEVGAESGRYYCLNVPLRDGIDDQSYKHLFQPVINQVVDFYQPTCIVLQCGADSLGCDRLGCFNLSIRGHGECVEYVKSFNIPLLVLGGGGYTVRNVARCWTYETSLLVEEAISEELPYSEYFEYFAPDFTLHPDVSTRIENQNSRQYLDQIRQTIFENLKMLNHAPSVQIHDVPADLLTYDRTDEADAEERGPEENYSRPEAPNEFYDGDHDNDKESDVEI
IEC-6 cytotox: kills IEC-6 intestinal cells in KLF5 counter-screen; IEC-6 cytotoxicity, luminescence viability; inhibition, % at 5 µM; 290,000 compounds, 0.78% hits; AID 1825; in the data active = inhibition above about 22%;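 note: 0% = plate median of test compound wells and 100% = cytotoxic reference compound wells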
HSF-1 act: increases HSF-1 driven luciferase reporter signal. NIH3T3-HGL HSF-1 luciferase reporter, MG132, 8 h; 100% = twice DMSO control signal. activation, % at 9 µM. 300,000 compounds, 1.7% hits;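 active = mean replicate activation of at least 50% with a set share of replicates each reaching 50%; inconclusive = only one of those two conditions met; inactive = mean below 50% and too few replicates reaching it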;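 note: 0% = median of the neutral control wells and 100% = twice that signal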
HIF activator: HIF pathway transcriptional activation; U2OS HRE-luciferase reporter, luminescence; normalized: DMSO 0%, desferrioxamine 100%; activation, % at 7.5 µM (by protocol); 300,000 compounds, 0.32% hits; AID 1910;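 active = mean activation of at least 10% of the iron chelator positive control signal, with at least half of replicates also reaching 10%; inconclusive = mean and replicate majority disagree about reaching 10%; inactive = mean and most replicates under 10%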
KLF5 inh: kruppel-like factor 5 inhibition; DLD-1 KLF5 promoter-luciferase reporter, luminescence; inhibition, % at 5 µM; 290,000 compounds, 0.23% hits;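 active = inhibition above a per-plate limit of that plate's mean compound inhibition plus 3 SD, cut at about 60% in these data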;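 note: 0% = DMSO wells and 100% = LY294002 at 200 µM; higher means less KLF5 promoter-driven luciferase light; inactives centre near -14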
AI-2 QS mod: modulates the Vibrio harveyi AI-2 quorum sensing system; 300,000 compounds, 0.4% hits; activity change, % at 7.5 µM; Vibrio harveyi JMH597 AI-2 luminescence/OD600 ratio, 9 h; active compounds read low; strain lacks LuxN and CqsS sensors; 0 = neutral-control median; in the data active = activity change below about -75%, passing the limit was not always enough; inconclusive = no clear call, values can overlap the other calls;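 note: luminescence divided by OD600 gain over 9 h not by final OD600 alone; inactives centre near 13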
* marks the source's active call; other numbers are inactive results; ? = inconclusive; . = no result given.

SMILES	HSP90 inh	aSyn 5UTR inh	Platelet DG rel	HSF1 inhib	HDAC3 inhib	IEC-6 cytotox	HSF-1 act	HIF activator	KLF5 inh	AI-2 QS mod
COc1ccc(N(C(=O)CSCC(=O)Nc2cc(C)on2)C(C(=O)NC2CCCCC2)c2ccc(O)c(O)c2)cc1 (centres undefined)	2	-16	7	5	2	1	-4	1.8	-5	7
O=C(Nc1ccc2c(c1)Cc1ccccc1-2)c1cccnc1	-6	-122	2	28	4	10	39	5.5	-66	17
Cc1ccc(S(=O)(=O)N(C)CC(=O)OCC(=O)NC(=O)NC(C)C)cc1	1	9	4	-17	.	-1	-34	-0.6	-17	-2
Cc1ccc2cc(C=O)c(Cl)nc2c1	-3	-37	-6	-3	3	7	-8	0.5	-12	-2
CC(C)OCCCNC(=O)C(NS(=O)(=O)c1ccc2c(c1)c(=O)n(C)c(=O)n2C)c1ccccc1 (centres undefined)	6	6	-12	-3	-1	-6	-5	-0.7	-3	6
CCOC(=O)C1=C(C)NC(=S)N(C=O)C1c1ccccc1 (centres undefined)	14	21	0	-1	-2	9	27	0.1	-12	-21
C[C@@H](C(=O)Nc1ccc2ccccc2c1)[C@H]1C[C@]1(C)[C@H](NS(=O)(=O)c1ccccc1)c1ccccc1	1	.	.	.	8	3	.	.	14	.
CCCC(=O)Nc1cc(S(=O)(=O)N(CC)CC)ccc1Cl	-1	8	-1	3	-3	6	-18	-1.1	-14	13
CCOC(=O)NC(Nc1ncccn1)(C(F)(F)F)C(F)(F)F	7	.	.	.	9	1	.	.	2	10
CC(C)OC(=O)NC(C)(C)COC(=O)Nc1cccc(Cl)c1	2	-12	1	-6	1	-3	-1	0.5	-36	15
CCO[C@@H]1OC(C(=O)O)=C[C@H](C)[C@H]1CCCO	4	-5	1	-6	-1	-14	-13	-1.7	-12	2
CCCCNC(=O)c1cc(S(=O)(=O)N2CCCCC2)oc1C	-2	-5	-7	-3	2	2	-11	-0.2	1	5
COc1ccc(C(=O)N2CCc3cc(OC)c(OC)cc3C2c2ccc(OC)c(OC)c2)cc1OC (centres undefined)	-2	25	15	-2	0	-3	-7	-37	-17	22
Cn1c(=O)[nH]c(=O)c2c1nc(N1CCCC1)n2CCO	-2	4	4	-2	-1	-1	0	-0.3	-44	15
CCC(C)(C)n1nnnc1C(c1ccc(OC)c(OC)c1)N1CCN(c2ccc(OC)cc2)CC1 (centres undefined)	3	18	18	-1	8	4	2	-0.6	6	25
CC(C)(C)Nc1nc(Nc2ccc([N+](=O)[O-])cc2)nc(NC(C)(C)C)n1	-2	52	0	-4	3	2	-18	-2.3	-16	39
CCOC(=O)C1=C(c2ccccc2)NC(SCC(=O)Nc2cccc(C)c2)=C(C#N)C1c1ccco1 (centres undefined)	4	-7	-7	17	5	-1	40	0.9	9	39
Cc1ccc2c(c1)N(CCC(=O)NCCCN1CCCC1)C(=O)C(C)O2 (centres undefined)	-3	3	5	-6	1	0	28	0.2	8	20
FC(F)(F)c1cccc(NCc2n[nH]c(=S)n2C2CCCCC2)c1	1	-32	0	4	22	-1	4	-0.1	8	6
Cc1ccc(OCC(=O)Nc2ccc(S(=O)(=O)Nc3cc(C)nc(C)n3)cc2)cc1	-2	-4	-11	9	4	2	10	-0.1	-18	14
COc1ccc(OC)c(C(=O)NC(CC(N)=O)c2ccc(NCC3CC3)c([N+](=O)[O-])c2)c1 (centres undefined)	-3	-5	-1	10	1	-4	10	-0.4	-17	-14
COC(=O)/C(=C\Nc1ccccc1)NC(=O)c1ccc(Cl)cc1Cl	3	-37	4	-1	8	-2	5	0.4	-57	21
CC(=O)Nc1ccc(NC(=O)c2ccc(N(Cc3ccccc3C)S(C)(=O)=O)cc2)cc1	.	-12	-22	5	15	.	18	-0.9	.	38
CCOC(=O)CNC(=S)n1ncnc1N	-4	2	4	3	0	-1	0	-0.1	-34	15
CCOC(=O)c1ccc(-n2c(CN3CCN(CCO)CC3)nc3ccc([N+](=O)[O-])cc3c2=O)cc1	-3	-38	-6	13	5	-5	-1	-4.1	-28	-18

Further structures follow:
SMILES	HSP90 inh	aSyn 5UTR inh	Platelet DG rel	HSF1 inhib	HDAC3 inhib	IEC-6 cytotox	HSF-1 act	HIF activator	KLF5 inh	AI-2 QS mod
Cc1ccc(N2CC(C(=O)Nc3ccc(S(=O)(=O)Nc4nccc(C)n4)cc3)CC2=O)cc1 (centres undefined)	5	-11	-6	-4	1	-3	3	0.3	-27	0
O=C1OCC(CO)(CO)N=C1NNc1ccc(Cl)c(Cl)c1	4	-32	3	-12	-1	3	-2	-2.2	-9	14
CCn1nc(C(=O)NNC(=O)CCOc2cc(C)ccc2C)c2ccccc2c1=O	-3	-12	32	5	6	-3	13	-0.6	-19	24
COC(=O)c1cc(O)cc(OC)c1C(=O)c1c(O)cc(C)cc1O	.	1	-2	0	7	.	21	-0.4	.	-9
O=C(c1cc(COc2cccc3cnccc23)on1)N1CCCC(CCCO)C1 (centres undefined)	2	-5	6	-13	-15	23*	-15	0.6	6	?
CCOc1ccc(-c2ccc(SCC(=O)NCC3CCCO3)nn2)cc1 (centres undefined)	-5	-67	2	6	-5	-3	28	1.4	-55	7
Cc1c(Cl)c(C(F)F)nn1CC(=O)NC1C(=O)N2C(C(=O)O)=C(CSc3nnnn3C)CSC12 (centres undefined)	0	-24	1	-3	.	-7	6	0.0	-9	13
O=C1NCC(=O)N2CCC[C@@H]12	.	20	-3	1	0	.	-2	-0.1	.	8
Cc1cc(C(=O)NNC(=O)NC(C)C)no1	1	-2	13	-2	1	0	-7	-0.4	-3	-5
N#CCc1ccc(Oc2ccc([N+](=O)[O-])cn2)cc1	2	8	12	-2	5	2	-3	-0.4	-31	6
COc1cc([N+](=O)[O-])ccc1NC(=O)CC(C)C	2	-23	-5	-6	0	10	7	-25	-12	31
COCCCn1nnnc1SCC(=O)N1c2ccccc2CC1C (centres undefined)	-3	11	-3	-4	4	4	2	-0.2	6	11
CCOC(=O)c1nn(-c2ccc(C)c(C)c2)cc1O	3	-141	-4	24	-2	2	21	2.0	-122	43
COc1ccc(-n2c(CNC(=O)c3cccs3)n[nH]c2=S)cc1	5	-1	-6	-4	-2	0	2	0.1	-10	14
CC(C)Oc1ccc(C(=O)N/N=C/c2ccc(-c3ccc(S(=O)(=O)Nc4ncccn4)cc3)o2)cc1	0	5	-7	-3	-4	-2	-4	-0.9	-35	59
O=C(NNC(=O)C1CC=CCC1C(=O)O)c1cccs1 (centres undefined)	-2	9	0	-6	-3	-5	0	0.6	-4	-2
CCc1nnc(SCC(=O)N2CCCC(N3CCN(c4ccccc4C)CC3)C2)o1 (centres undefined)	2	-1	-5	-2	-3	-7	13	0.2	-21	26
CCN(CCCNC(=O)C1CCN(S(=O)(=O)N2CCOCC2)CC1)c1cccc(C)c1	3	-11	-3	12	1	1	15	-0.7	15	15
O=C(/C=C/c1ccc([N+](=O)[O-])cc1)NNC(=O)C1CC1	2	-6	-5	1	5	1	-2	-0.5	-17	9
CC(=O)c1c(C)[nH]c(C(=O)Nc2c(C)n(C)n(-c3ccccc3)c2=O)c1C	0	16	4	-7	3	-1	-10	-0.4	-4	-3
CC(NC(=O)C12CC3CC(CC(C3)C1)C2)C(=O)N/N=C/C1=C(N2CCOCC2)C(=C\c2ccccc2)/CC1 (centres undefined)	0	50	-5	-5	-4	7	15	-1.0	-13	36
COc1ccc(NC(=S)NCCC2=CCCCC2)cc1OC	-1	-1	-3	6	1	2	43	1.3	-28	7
CCN(CC(=O)Nc1c(F)cccc1F)C(=O)CC1CCCC1	.	10	2	9	-6	.	-8	1.3	.	-1
COCCCn1c(C(=O)N2CCOCC2)cc2c(=O)n3cccc(C)c3nc21	-4	35	0	-6	-19	-2	-1	0.5	-21	10
CSc1nnc2c3ccccc3n(Cc3ccccc3)c2n1	1	37	1	-5	0	-5	7	-0.1	12	15

Record cards (already shown). Screens in order: HSP90 inh, aSyn 5UTR inh, Platelet DG rel, HSF1 inhib, HDAC3 inhib, IEC-6 cytotox, HSF-1 act, HIF activator, KLF5 inh, AI-2 QS mod
`O=C(c1cc(COc2cccc3cnccc23)on1)N1CCCC(CCCO)C1` (centres undefined) reads 2, -5, 6, -13, -15, 23*, -15, 0.6, 6, ?
`CCOc1ccc(-c2ccc(SCC(=O)NCC3CCCO3)nn2)cc1` (centres undefined) reads -5, -67, 2, 6, -5, -3, 28, 1.4, -55, 7

The results go on:
SMILES	HSP90 inh	aSyn 5UTR inh	Platelet DG rel	HSF1 inhib	HDAC3 inhib	IEC-6 cytotox	HSF-1 act	HIF activator	KLF5 inh	AI-2 QS mod
NC(=O)CC(NC(=O)Cc1ccc(Br)cc1)c1ccc(NC2CCC2)c([N+](=O)[O-])c1 (centres undefined)	.	0	1	1	-4	.	-7	-1.5	.	13
COc1ccc(NC(=O)Cn2nnc(C(=O)NCCc3ccc(OC)c(OC)c3)c2N)cc1	-1	-6	-9	4	-3	0	-2	-0.4	7	8
O=C(NCCc1nc2ccccc2[nH]1)Nc1ccccc1	-1	-7	5	3	2	1	16	0.6	-28	1
Cc1cc(C(=O)NCc2ccc(F)cc2)c2ccccc2n1	-4	8	-3	1	-1	0	-9	0.6	-5	0
COc1ccc(-c2c(=O)n(OCc3nc4ccccc4[nH]3)c3ccccc3[n+]2[O-])cc1	1	-25	-4	1	-2	1	11	3.6	-35	22
COC(=O)[C@@H]1C[C@H]1[C@@H](NS(=O)(=O)c1ccccc1)c1ccccc1	0	11	6	-1	7	3	-5	1.5	-15	0

Molecules shown so far that contain an aryl methoxy group, in the order listed:
SMILES	HSP90 inh	aSyn 5UTR inh	Platelet DG rel	HSF1 inhib	HDAC3 inhib	IEC-6 cytotox	HSF-1 act	HIF activator	KLF5 inh	AI-2 QS mod
COc1ccc(N(C(=O)CSCC(=O)Nc2cc(C)on2)C(C(=O)NC2CCCCC2)c2ccc(O)c(O)c2)cc1 (centres undefined)	2	-16	7	5	2	1	-4	1.8	-5	7
COc1ccc(C(=O)N2CCc3cc(OC)c(OC)cc3C2c2ccc(OC)c(OC)c2)cc1OC (centres undefined)	-2	25	15	-2	0	-3	-7	-37	-17	22
CCC(C)(C)n1nnnc1C(c1ccc(OC)c(OC)c1)N1CCN(c2ccc(OC)cc2)CC1 (centres undefined)	3	18	18	-1	8	4	2	-0.6	6	25
COc1ccc(OC)c(C(=O)NC(CC(N)=O)c2ccc(NCC3CC3)c([N+](=O)[O-])c2)c1 (centres undefined)	-3	-5	-1	10	1	-4	10	-0.4	-17	-14
COC(=O)c1cc(O)cc(OC)c1C(=O)c1c(O)cc(C)cc1O	.	1	-2	0	7	.	21	-0.4	.	-9
COc1cc([N+](=O)[O-])ccc1NC(=O)CC(C)C	2	-23	-5	-6	0	10	7	-25	-12	31
COc1ccc(-n2c(CNC(=O)c3cccs3)n[nH]c2=S)cc1	5	-1	-6	-4	-2	0	2	0.1	-10	14
COc1ccc(NC(=S)NCCC2=CCCCC2)cc1OC	-1	-1	-3	6	1	2	43	1.3	-28	7
COc1ccc(NC(=O)Cn2nnc(C(=O)NCCc3ccc(OC)c(OC)c3)c2N)cc1	-1	-6	-9	4	-3	0	-2	-0.4	7	8
COc1ccc(-c2c(=O)n(OCc3nc4ccccc4[nH]3)c3ccccc3[n+]2[O-])cc1	1	-25	-4	1	-2	1	11	3.6	-35	22

Rows were taken by chance; any-hit rate near 5%.
